# From PubChem
# RGS4 inh: Inhibitors of Regulator of G Protein Signaling (RGS) 4: qHTS; Transcreener GDP fluorescence polarization, RGS4-accelerated GTP hydrolysis; Potency, µM (top dose mostly 114 µM), without a hit: at the highest dose activity change, negative = inhibition, most hits filed as inhibitors; 0.039% of 390,000 active; AID 504845, 2011; further: on the % scale 0 is the no-effect control and ±100 the full control effect; nearly all actives have a fitted effect of over 75% in size; some results filed as inactive show a strong effect at the top dose
# Target sequence (P49798 whole entry, looked up): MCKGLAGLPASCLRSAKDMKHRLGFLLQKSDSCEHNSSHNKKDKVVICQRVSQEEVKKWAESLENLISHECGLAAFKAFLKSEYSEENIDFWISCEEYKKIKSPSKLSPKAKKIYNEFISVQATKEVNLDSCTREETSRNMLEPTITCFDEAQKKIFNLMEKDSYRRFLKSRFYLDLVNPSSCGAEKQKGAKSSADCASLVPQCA
#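 MLSMR compounds (23 nl, pin-transferred) preincubated 10 min at room temperature with a 500nM (2x) first reagent, then RGS4 at 900nM (2x) plus Transcreener GDP mix added; fluorescence polarization (620/688 nm) read before and after 90 min at 30 °C.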
# Pin1 inhibitor: qHTS Assay to Find Inhibitors of Pin1. Peptidyl-prolyl cis-trans isomerase NIMA-interacting 1 (Homo sapiens), Q13526. Pin1 FP peptide displacement, HiFluor488, 10 min. Potency, µM (doses to about 115 µM), inactives show at the top dose activity, negative = inhibition, actives largely listed as inhibitors. 0.009% of 390,000 active; active means well fitted inhibition curve with a large enough effect in the polarisation, with a control signal flat, not every such curve was filed as active; inconclusive means small, poorly fitted or top-dose-only effect, or effect the other way, or a change in a side signal; inactive means no such curve, though single readings can be large or run the other way; the % refers to the polarisation; further: on the % scale 0 is the no-effect control and ±100 the full control effect
# GLS inh: qHTS for Inhibitors of Glutaminase (GLS); Glutaminase kidney isoform, mitochondrial (Homo sapiens), O94925; GLS enzymatic activity, qHTS titration; Potency, µM (highest dose often 45.5 µM), without a hit: at the highest dose activity change, negative = inhibition, hits mostly inhibitors; 0.21% of 410,000 active; further: on the % scale 0 is the no-effect control and ±100 the full control effect
# Target sequence (O94925 whole entry, looked up, canonical isoform): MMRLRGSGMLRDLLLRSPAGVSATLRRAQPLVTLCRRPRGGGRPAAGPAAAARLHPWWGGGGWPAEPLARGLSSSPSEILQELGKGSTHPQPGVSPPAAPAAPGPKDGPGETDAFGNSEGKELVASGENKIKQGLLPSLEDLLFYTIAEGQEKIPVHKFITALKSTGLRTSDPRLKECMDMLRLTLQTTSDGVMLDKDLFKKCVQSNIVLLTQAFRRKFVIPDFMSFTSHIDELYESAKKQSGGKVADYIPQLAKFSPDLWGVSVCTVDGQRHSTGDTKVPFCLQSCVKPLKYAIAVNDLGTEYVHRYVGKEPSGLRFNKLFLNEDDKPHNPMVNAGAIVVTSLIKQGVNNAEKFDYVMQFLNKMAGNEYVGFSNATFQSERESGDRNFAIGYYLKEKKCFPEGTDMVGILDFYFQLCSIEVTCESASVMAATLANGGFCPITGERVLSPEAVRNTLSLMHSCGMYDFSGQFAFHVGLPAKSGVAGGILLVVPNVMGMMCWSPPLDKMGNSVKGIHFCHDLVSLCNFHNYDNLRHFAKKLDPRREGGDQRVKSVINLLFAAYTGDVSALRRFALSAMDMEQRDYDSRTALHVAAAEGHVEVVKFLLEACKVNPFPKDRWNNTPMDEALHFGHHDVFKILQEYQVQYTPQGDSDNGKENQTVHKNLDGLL
#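 Glutamate formation by hKGA was monitored fluorometrically using coupled glutamate oxidase, HRP and Amplex Red. Substrate was added as 1 mM L-glutamine solution; incubation was 30 min at RT after an initial read.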
# rTrxR1 inhibitor: qHTS Assay for Inhibitors of Mammalian Selenoprotein Thioredoxin Reductase 1 (TrxR1): qHTS; Thioredoxin reductase 1, cytoplasmic (Rattus norvegicus), O89049; Potency, µM (series often up to 114 µM), without a hit: at the highest dose activity change, negative = inhibition, actives largely listed as inhibitors; recombinant rTrxR1, NADPH fluorescence consumption, selenite substrate; 1% of 390,000 active; further: on the % scale 0 is the no-effect control and ±100 the full control effect; nearly all actives have a fitted effect of over 65% in size
#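 Rat TrxR1 (90 nM in the dispensed reagent) was pre-reduced with 400 uM NADPH for 5 min at room temperature, then incubated with compound for 15 min. After 400 uM selenite was added, NADPH fluorescence (Ex 340/Em 450 nm) was followed for 8 min.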
# Tb PGK inh: qHTS Assay to Find Inhibitors of Phosphoglycerate Kinase | 0.043% of 380,000 active | PGK/GAPDH coupled, Kinase-Glo luminescence, 60 min | AID 602233, 2012 | Potency, µM (doses to about 57.5 µM), inactives show at the top dose activity change, negative = inhibition, hits mostly inhibitors | Phosphoglycerate kinase, glycosomal (Trypanosoma brucei brucei), P07378; further: on the % scale 0 is the no-effect control and ±100 the full control effect; nearly all actives have a fitted effect of over 60% in size
#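 Luminescent ATP detection (Kinase-Glo Plus) follows a 60-minute room-temperature incubation, with wells lacking PGK as controls. Buffer: 100 mM TEA (pH 7.6), 5 mM MgCl2, 0.01% Tween-20. Coupling enzyme GAPDH (100 nM final) supplies unstable 1,3-BPG in-well.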
# ERG Ets-DNA blk: qHTS for Small Molecule Inhibitors of the ERG Ets/DNA interaction. Transcriptional regulator ERG (Homo sapiens), P11308. fluorescence polarization, His-ERG Ets domain / labelled DNA. Potency, µM (highest dose often 76.9 µM), for inactives: at the highest dose FP activity, negative = inhibition, actives largely listed as inhibitors. 0.028% of 370,000 active. AID 624246, 2012; active means well fitted inhibition curve with a large enough effect in the polarisation, with a control signal flat; inconclusive means small, poorly fitted or top-dose-only effect, or effect the other way, or a change in a side signal; inactive means no such curve, though single readings can be large or run the other way; the % refers to the polarisation;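 further: polarization taken with two DNA probes labelled with fluorescein and Texas red; % of control where 0% means no effect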
#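 His-tagged ERG Ets domain (1 uM in the protein solution; 300mM KCl, 50mM Tris-HCl, 1mM EDTA, 1mM DTT, pH 7.5) received compound, then a probe mix of 5 nM fluorescein-DNA and 100nM Texas-615-DNA. Fluorescence polarization was read for both dyes.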
# 12-LOX inh: Primary qHTS assay for inhibitors of human arachidonate 12S-lipoxygenase (ALOX12): Round 2; purified 12hLO, xylenol orange hydroperoxide absorbance; Potency, µM (highest dose often 108 µM), without a hit: at the top dose activity change, negative = inhibition, hits mostly inhibitors; 1.1% of 580,000 active; AID 1671190, 2021; further: on the % scale 0 is the no-effect control and ±100 the full control effect
#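 Purified human 12hLO (150 nM final) in 25 mM Hepes, 0.01% Triton X-100, pH 7.0 was preincubated 15 min at room temperature with compound. Then 40 uM arachidonic acid was added, 30 min. Hydroperoxide was read by Fe-XO absorbance ratio 573/405 nm.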
# JMJD2A Tudor inh: qHTS Assay for Inhibitors of JMJD2A-Tudor Domain; Lysine-specific demethylase 4A (Homo sapiens), O75164; AlphaScreen JMJD2A-Tudor / H3K4me3 peptide binding; Potency, µM (highest dose often 114 µM), for the others: at the top dose activity change, negative = inhibition, usual class: inhibitors; 4.4% of 390,000 active; AID 504339, 2011; further: on the % scale 0 is the no-effect control and ±100 the full control effect; nearly all actives have a fitted effect of over 50% in size
# HP1b chromo inh: HTS for Inhibitors of HP1-beta Chromodomain Interactions with Methylated Histone Tails | AlphaScreen HP1-beta / biotin-H3K9me3 peptide binding | Potency, µM (series often up to 114 µM), for inactives: at the highest dose activity change, negative = inhibition, actives largely listed as inhibitors | 0.56% of 390,000 active | AID 540317, 2011; further: nearly all actives have a fitted effect of over 70% in size; inactives centre near 23
# Target sequence (P83916 whole entry, looked up): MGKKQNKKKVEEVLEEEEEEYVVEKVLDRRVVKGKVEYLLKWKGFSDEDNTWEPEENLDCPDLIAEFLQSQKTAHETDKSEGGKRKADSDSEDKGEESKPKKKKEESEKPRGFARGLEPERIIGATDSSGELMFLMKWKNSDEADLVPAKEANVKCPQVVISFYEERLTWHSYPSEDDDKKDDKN
#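 HP1-beta protein (50 nM final) preincubated 30 min at room temperature with biotinylated H3(1-18)K9me3 peptide (50 nM) in PBS pH 7.4, 0.01% Tween-20, then compound added for 30 min. AlphaScreen streptavidin donor/nickel chelate acceptor beads (10 ug/mL final), 30 min dark, luminescence read.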
# * hit, by the source's call; i = inactive; ? = inconclusive; nt = no result given; & = joins results of further samples; [ ] = dose if it differs, or a comment. Unless noted, the call rests on the fitted dose curve; in most records, active means well fitted curve in the direction sought with a large enough effect; inconclusive means small, poorly fitted or top-dose-only effect, or another doubt; inactive means no such curve, though single readings can be large; an effect the other way counts as inactive or inconclusive. Potency means the concentration at half of the fitted maximal effect. A portion of the library; count on the stated rates, not on these rows.
SMILES,RGS4 inh,Pin1 inhibitor,GLS inh,rTrxR1 inhibitor,Tb PGK inh,ERG Ets-DNA blk,12-LOX inh,JMJD2A Tudor inh,HP1b chromo inh
CCC(C(=O)Nc1ccccc1)c1ccccc1 (stereo unspecified),-11.3%,3.6%,-5.8%,9.5%,-4.8%,4.1%,-2.0%,4.8%,22.4%
CCOC(=O)C1CCCN(S(=O)(=O)c2ccc(S(=O)(=O)N3CCCC3)cc2)C1 (stereo unspecified),-29.7%,2.2%,0.3%,17.7%,-5.0%,4.2%,0.1%,-1.4%,64.9%[activator]
CCCCCc1c(O)c2ccccc2[nH]c1=O,2.1%,1.4%,20.2%,-21.1%,-6.5%,3.8%,0.0%,-17.6%,9.7%
CCC(CC)NC(=O)c1cc(S(=O)(=O)N2CCCCC2)ccc1N1CCOCC1,3.8%,0.2%,1.9%,10.3%,-5.3%,-5.4%,-0.3%,-11.0%,35.5%
CCCCN(CC)C(=O)c1ccccc1Oc1ccccc1,10.4%,-0.1%,4.4%,5.4%,-6.1%,0.5%,18.4%,2.8%,21.0%
CCOc1ccc(NC(=O)C(CC(=O)O)Cc2ccccc2)cc1 (stereo unspecified),-3.4%,-7.6%,6.1%,30.4%[57.1 µM],0.2%,-10.3%,29.0%,1.5%[11.4 µM],30.3%[activator]
Cc1ccc(C)c(N(CC(=O)NC2CCCCC2)C(=O)CNC(=O)c2ccco2)c1,-1.8%,-9.1%,-0.2%,16.1%[0.0914 µM],2.4%,0.7%,0.0%,0.0%,33.5%
O=C(COC(=O)C1=COCCO1)NC(=O)c1ccc(OC(F)F)cc1,-3.4%,9.1%,4.7%,15.3%[57.1 µM],5.5%,-4.9%,-2.3%,-6.9%,16.3%
CCCCn1c(=N)n(CC(=O)O)c2ccccc21,9.8%,-8.3%,-20.9%,6.7%[57.1 µM],7.8%,-4.5%,-18.0%,-8.2%,29.7%
CC(C(N)=O)N1c2cccc3cccc(c23)S1(=O)=O (stereo unspecified),-15.9%,-4.0%,-8.6%,?,i,1.8%,-1.7%,-4.9%,20.3%
CC(C)Cc1nnc(NC(=O)CSc2nc(O)c(Cc3ccccc3)c(=O)[nH]2)s1,2.3%,-1.8%,-6.5%,14.4%[57.1 µM],-4.1%,1.7%,-1.9%,-2.1%,28.9%
Cc1cccc(-n2cc(-c3ccccc3)nc2SCC(=O)Nc2ccccc2Cl)c1,8.6%,24.1%,-15.8%,11.8%[57.1 µM],7.1%,-0.3%,-13.7%,?,-2.5%
COc1ccccc1CNC(=O)c1ccc(OCC2CCCO2)cc1 (stereo unspecified),0.5%,-3.1%,-1.7%,2.3%,4.6%,0.9%,-23.9%,-15.5%,13.0%
O=S(=O)([N-]c1nc2ccccc2nc1-[n+]1ccccc1)c1ccc(Cl)cc1,-51.2%,-12.7%,-8.1%,1.0%[57.1 µM],-9.1%,-1.1%,0.0%,-20.1%,14.2%
O=C(Nc1cccc(S(=O)(=O)N2CCOCC2)c1)c1ccc(Cl)c([N+](=O)[O-])c1,12.6%,-4.8%,0.0%,-0.5%[57.1 µM],-5.9%,3.6%,-15.5%,-16.8%,-1.0%
CCNC(=O)/C(=C/c1ccc2c(c1)OCO2)NC(=O)c1ccc(Br)cc1,-30.2%[11.4 µM],-0.4%,0.1%,-3.8%,-12.5%,-1.9%,0.0%,-6.9%[11.4 µM],61.7%[activator]
Cc1ccc(CN2CCSc3ccc(C(=O)N4CCOCC4)cc32)cc1,-10.5%,2.4%,0.8%,22.2%,i,-7.5%,nt,-28.3%,23.2%
CCNc1nc(NC(C)C)nc(Nn2cnnc2)n1,-1.2%,2.0%,1.2%,15.9%,i,6.1%,25.4%,-17.3%,15.9%
CC[C@]12c3[nH]c4cc(CCC(=O)N(C)C)ccc4c3CCN1C(=O)[C@@H](CC(=O)NCCN1CCOCC1)C[C@@H]2C(=O)N1CCN(C(=O)c2ccco2)CC1,0.3%,-1.4%,-8.5%,11.4%,-1.3%,-8.5%,-10.3%,-8.6%,34.2%
NC(=S)N/N=C/c1ccc(-c2cc(Cl)c(Cl)cc2Cl)o1,-49.5%,15.7%,6.9%,-8.6%[57.1 µM],0.0%,1.0%,?,-13.2%,17.1%

# Brought forward from above: two entries, followed by the next part.
SMILES,RGS4 inh,Pin1 inhibitor,GLS inh,rTrxR1 inhibitor,Tb PGK inh,ERG Ets-DNA blk,12-LOX inh,JMJD2A Tudor inh,HP1b chromo inh
CC[C@]12c3[nH]c4cc(CCC(=O)N(C)C)ccc4c3CCN1C(=O)[C@@H](CC(=O)NCCN1CCOCC1)C[C@@H]2C(=O)N1CCN(C(=O)c2ccco2)CC1,0.3%,-1.4%,-8.5%,11.4%,-1.3%,-8.5%,-10.3%,-8.6%,34.2%
NC(=S)N/N=C/c1ccc(-c2cc(Cl)c(Cl)cc2Cl)o1,-49.5%,15.7%,6.9%,-8.6%[57.1 µM],0.0%,1.0%,?,-13.2%,17.1%
N#Cc1nc(N2CCCC2)nc(N(c2ccccc2)c2ccccc2)n1,-2.5%,-5.2%,nt,16.9%,nt,nt,nt,-16.9%[57.1 µM],20.8%[57 µM]
Cc1ccc(S(=O)(=O)N(CC(=O)NCc2ccncc2)C2CCCCC2)cc1,-69.2%[11.4 µM],?,?,?,-3.4%,1.9%,0.0%,?,?
O=C(c1ccco1)N1CCN=C1SCc1cccc(Cl)c1,10.4%,-5.0%,-2.6%,22.2%,-5.6%,-11.4%,-8.0%,11.0%,69.6%[activator]
CC1CC(C)CN(C(=O)/C=C/c2ccc([N+](=O)[O-])s2)C1 (stereo unspecified),-16.8%,10.0%,0.1%,-22.0%[57.1 µM],3.0%,-0.4%,?,-29.0%,-7.7%
COc1ccc(N2C(=NC(=O)CCC3CCCC3)SC3CS(=O)(=O)CC32)cc1 (stereo unspecified),-9.7%,-1.7%,-2.4%,7.7%,i,7.1%,5.9%,3.0%,17.0%[57 µM]
Cc1ccc(C(=O)O)cc1N1C(=O)CCCC1=O,-10.1%,3.9%,-0.5%,7.0%[57.1 µM],24.2%,-7.4%,-21.8%,-7.2%,14.9%
COc1cc(OC)cc(C(=O)Nc2ccc3c(c2)N(C2CCCC2)C(=O)c2ccccc2S3)c1,16.4%,26.7%,6.4%,4.4%[57.1 µM],7.9%,-0.8%,-13.3%,-14.7%,19.3%
CCOc1ccc(-c2[nH]ncc2Oc2ccccc2OC)c(O)c1,-13.3%,1.7%,12.2%,-6.8%,-5.1%,3.1%,?,-32.8%,16.8%
CCOC(=O)c1c(NC(=O)CCC(=O)O)sc2c1CCCCC2,-47.0%,-0.4%,-9.6%,-11.2%,-5.4%,-4.2%,?,?,?
O=c1cc(-c2ccccc2)nc2cc(-c3ccc(F)cc3)[nH]n12,13.0%&13.1%,5.8%&0.0%,3.8%&7.9%,26.7%[11.4 µM],-10.3%&7.2%,-2.1%[15.4 µM],57.1%&-11.1%[activator],-16.4%&-14.0%,12.4%&31.4%
CC(=O)Nc1ccc(OCC(O)Cn2nc(C)c(C(C)=O)c2C)cc1 (stereo unspecified),25.6%,2.2%,0.0%,1.6%,-3.0%,nt,-25.0%,-5.8%,15.7%
COn1c(SCc2ccc(C)cc2C)nc2ccccc2c1=O,-41.3%,-7.9%,-1.5%,-10.4%,-3.2%,1.3%,-9.7%,28.6%,76.8%[activator]
Cc1ccc(NC(=O)COC(=O)CN2C(=O)c3ccccc3C2=O)cc1,-10.8%,-0.4%,-0.4%,27.8%,i,3.4%,-6.3%,-10.7%,30.5%
Cc1ccc(CN2CCCn3nc(C(=O)NCCc4ccc(Cl)cc4)cc3C2=O)cc1,21.7%,0.8%,13.0%,11.7%[57.1 µM],-2.6%,-5.7%,?,-12.6%,3.2%
CCc1c(O)nc(SCC(=O)NC(C)(C)C)n(-c2ccccc2)c1=O,-9.3%,-4.9%,12.7%,-10.1%,-2.7%,6.7%,-24.9%,-9.5%,23.6%
O=C(CSc1nccc(=O)[nH]1)c1cc2ccccc2o1,-17.1%,4.9%,4.1%,-9.8%,3.4%,3.4%,-2.7%,-20.1%,22.4%
O=C(c1ccccc1N1CCOCC1)N1CCCC(Nc2ccc(F)cc2)C1 (stereo unspecified),-6.0%,-6.9%,-8.0%,1.1%,2.7%,-0.8%,-5.2%,3.5%,39.9%
Oc1[nH]c2ccc(Br)cc2c1N=Nc1ccc(F)cc1,3.0%,?,-8.7%,21.9%,5.3%,-4.8%,-14.8%,-17.5%,-7.2%
Cc1ccc(/C=C/C(=O)Nc2ccc(N(C)C)cc2)o1,-19.3%,0.1%,33.4%[activator],-15.1%,1.4%,1.0%,?,50.1µM*,?
COc1ccc(Br)c2oc(SC)cc(=O)c12,-24.9%,2.3%,-3.9%,-28.4%,-1.6%,-5.0%,?,-10.1%,32.1%
